Source: PubChem (Johns Hopkins Ion Channel Center)
TRPC4 inh: TRPC4 (mouse) channel inhibition; Q9QUQ5; HEK293 TRPC4beta/mu-opioid, DAMGO-evoked Fluo4 calcium flux; active compounds read low; B-score at 10 µM; actives 0.39% (n = 300,000);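 active means B-score over 3 SD under the library average, no early fluorescence shift, positive overall ratio signal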
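Assay system – HEK293 line stably carrying TRPC4beta and mu-opioid receptor · Doses – single dose · Detection – Fluo4 calcium-dye fluorescence, kinetic read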
MrgX1 antagonist: human MrgX1 receptor antagonism, primary screen; B-score at 10 µM; Q96LB2; actives 1.3% (n = 310,000); MRGX1-HEK293 calcium flux, Fluo-4, BAM8-22 antagonism; active compounds read low; AID 588676;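 active means calcium-response B-score plate-corrected more than 3 library SD below zero, starting fluorescence within 5 deviations, no agonist response on first addition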;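 further: peak minus trough fluorescence over baseline after final BAM8-22 challenge near maximal dose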
Target sequence (Q96LB2 whole entry, looked up): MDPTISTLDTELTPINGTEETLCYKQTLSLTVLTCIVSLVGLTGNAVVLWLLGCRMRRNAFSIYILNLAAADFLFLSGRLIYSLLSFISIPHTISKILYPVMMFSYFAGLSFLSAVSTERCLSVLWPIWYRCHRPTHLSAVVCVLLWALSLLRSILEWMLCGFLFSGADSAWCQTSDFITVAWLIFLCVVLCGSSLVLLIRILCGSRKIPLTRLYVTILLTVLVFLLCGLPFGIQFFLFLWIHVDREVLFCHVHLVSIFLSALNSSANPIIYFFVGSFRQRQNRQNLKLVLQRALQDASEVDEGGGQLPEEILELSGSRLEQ
RGS4 inh: human RGS4 inhibition; actives 0.45% (n = 310,000); B-score at 10 µM; AID 463165; HEK293 M3R/RGS4 inducible, Fluo-4 calcium flux; active compounds read high; triggered by carbachol at its EC20;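 active means B-score, a plate-corrected calcium signal, over three deviations above library mean, with baseline fluorescence within five deviations of library mean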;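 further: RGS4 expression induced by doxycycline in cells with stable M3 receptor; B-score is computed from the integrated fluorescence ratio over baseline after carbachol; higher B-score means a larger calcium signal and so more RGS4 inhibition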
Target sequence (P49798 whole entry, looked up): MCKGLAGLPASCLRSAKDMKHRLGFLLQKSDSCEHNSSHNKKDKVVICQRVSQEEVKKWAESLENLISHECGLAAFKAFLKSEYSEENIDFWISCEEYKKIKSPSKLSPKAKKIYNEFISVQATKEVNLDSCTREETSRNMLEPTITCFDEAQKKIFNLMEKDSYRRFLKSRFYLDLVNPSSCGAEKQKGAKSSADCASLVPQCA
TRPC6 inhibitor: blocks the mouse TRPC6 cation channel. B-score at 10 µM. actives 1.1% (n = 310,000). HEK293-TRPC6, membrane potential dye, ACh-evoked depolarization; active compounds read low. AID 2553;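 active means B-score under library mean minus 3 SD, initial fluorescence not abnormally high, positive integrated signal ratio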;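 further: B-score derived from integrated fluorescence ratio over the kinetic read; more negative B-score means stronger inhibition of depolarization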
TRPC4 agonist: TRPC4 (mouse) channel activation | Q9QUQ5 | HEK293 TRPC4beta/mu-opioid, Fluo4 calcium fluorescence; active compounds read high | B-score at 10 µM | actives 0.49% (n = 310,000);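 active means B-score above 5 SD of library B-scores, and initial fluorescence ratio not above library mean plus 5 SD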;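 further: positive B-score marks a calcium rise read as TRPC4 activation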
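Incubation: 45 min room-temperature Fluo4 loading, 110 s read / System: HEK293 cells stably co-expressing mouse TRPC4beta and mu-opioid receptor / Signal: Fluo4 fluorescence, kinetic / Control set: buffer (low) and maximal DAMGO (high) / Measure: integrated baseline-normalised fluorescence ratio, converted to per-well B score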
MrgX1 agonist: agonists of human MrgX1 receptor. Q96LB2. MrgX1-HEK293 cells, Fluo-4 calcium fluorescence, agonist mode; active compounds read high. B-score at 10 µM. actives 0.44% (n = 310,000). AID 588627;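 active means calcium response B-score plate-corrected fluorescence ratio at least 3 library SD, with starting fluorescence B-score inside 5 SD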
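Assay system: MrgX1-expressing HEK293 cells / Amount: fifteen thousand cells per well / Doses: test compound in the initial addition of three / Timing: cells plated overnight, dye loaded 0.5 h 37 °C, 0.5 h room temperature / Technique: kinetic calcium dye fluorescence, Fluo-4 NW / Control set: positive and negative controls per plate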
TRPC4 PAM: allosterically enhances the mouse TRPC4 cation channel; HEK293 TRPC4beta/mu-opioid, DAMGO EC20, Fluo-4 Ca2+ flux; active compounds read high; AID 2227; Q9QUQ5; actives 0.42% (n = 310,000); B-score at 10 µM;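 active means B-score of calcium response area above 5 SD of library B-scores, with initial fluorescence ratio within 5 SD of library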;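 further: B-score of integrated fluorescence ratio over time as area under calcium response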
MrgX1 allo act: human MrgX1 positive allosteric modulation, primary screen; actives 0.63% (n = 310,000); B-score at 10 µM; MrgX1-HEK293, Fluo-4 calcium flux, FDSS; active compounds read high; Q96LB2;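 active means plate-corrected calcium response at least 3 library SD above typical, normal starting fluorescence, not activating the receptor alone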;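 further: compound read alongside a low EC10 to EC30 dose of BAM8-22 agonist; peak minus trough fluorescence over baseline measured at the second addition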
TRPC6 act: activates the mouse TRPC6 cation channel; HEK293-TRPC6 membrane potential dye fluorescence; active compounds read high; B-score at 10 µM; actives 0.13% (n = 310,000);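 active means B-score of the integrated fluorescence ratio above library mean plus 3 SD, and starting fluorescence ratio within library mean plus 5 SD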;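 further: higher score means more depolarization so channel activation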
ANO1 block: blocks the mouse calcium-activated chloride channel TMEM16A. Q8BHY3. AID 588511. HEK293 TMEM16A/YFP iodide influx fluorescence, ionomycin. normalized B-score (activity score, 25-100; higher = stronger inhibition) at 10 µM. actives 1.2% (n = 310,000);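 active means ratio plate-corrected score three or more library SD toward inhibition, starting fluorescence score within five deviations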;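 further: score derived from kinetic fluorescence span divided by baseline fluorescence per well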
ANO1 activ: activates or potentiates the mouse TMEM16A chloride channel | B-score at 10 µM | HEK293 TMEM16A/YFP-H148Q/I152L, iodide quench fluorescence; active compounds read low | actives 0.3% (n = 340,000) | AID 623877;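 active means fluorescence-ratio B-score plate-corrected deviation score at least 3 library SD below zero, with starting fluorescence score within 5 deviations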;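 further: channel opened by trigger with iodide after compound preincubation; score built on the fluorescence ratio of max minus min over baseline; more negative score means more quench and so TMEM16A activation or potentiation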
An asterisk follows results filed as active; i = inactive; . = no result given. Only part of the results is shown, so the mix of outcomes need not match the whole.

| canonical_smiles | TRPC4 inh | MrgX1 antagonist | RGS4 inh | TRPC6 inhibitor | TRPC4 agonist | MrgX1 agonist | TRPC4 PAM | MrgX1 allo act | TRPC6 act | ANO1 block | ANO1 activ |
| --- | --- | --- | --- | --- | --- | --- | --- | --- | --- | --- | --- |
| COCCCN1CCN(c2nnc3n2-c2sc(Br)cc2C(c2ccccc2Cl)=NC3)CC1 | i | i | i | i | i | i | i | i | i | i | i |
| Cc1ccsc1C(=O)C1CCCN(Cc2cnn(C)c2)C1 (configuration not stated) | i | i | i | i | i | i | i | i | i | i | i |
| Cc1[nH]c2ccccc2c1CCNCc1ccco1 | i | i | i | i | i | i | i | i | i | i | i |
| Fc1ccccc1CCNCc1ccccc1 | i | i | i | i | i | i | i | i | i | i | i |
| CN1CC(C(=O)c2ccc(F)cc2)C(c2c(F)cccc2Cl)C1 (configuration not stated) | i | i | i | i | i | i | i | i | i | i | i |
| COc1ccc(OC)c(N2C(=O)CC(=O)NC2=O)c1 | i | i | i | i | i | i | i | i | i | i | i |
| O=C(C[N+]12CCC(CC1)C(O)C2)c1ccc(Br)cc1 (configuration not stated) | i | i | i | i | i | i | i | i | i | i | i |
| O=C(CNS(=O)(=O)c1cccs1)N1CCC2(CC1)OCCO2 | i | i | i | i | i | i | i | i | i | i | i |
| CCC(=NCc1ccc2c(c1)OCO2)c1c(O)n(C2CCCCC2)c(=O)[nH]c1=O | i | i | i | i | i | i | i | i | i | i | i |
| CN1CCCN(C(=O)COc2ccc(F)cc2F)CC1 | i | i | i | i | i | i | i | i | i | i | i |
| COC(=O)C1=C(c2cccc(OC)c2OC)C[C@@H]2CC[C@H]1N2C(=O)N1CCC(O)CC1 | i | i | i | i | i | i | i | i | i | i | i |
| COC(=O)C1=C(c2cc3ccccc3s2)C[C@@H]2CC[C@H]1N2C(=O)NC(C)C | i | i | i | i | i | i | i | i | i | i | i |
| O=C(C1CCC(=O)N1Cc1ccccc1Cl)N1CCC2(CC1)OCCO2 (configuration not stated) | i | i | i | i | i | i | i | i | i | i | i |
| CC(=O)OC1(c2ccccc2)CCN(C)C2CCCCC21 (configuration not stated) | i | i | i | i | i | i | i | i | i | i | . |
| CN1Cc2c(c(C#N)c(N)n(C)c2=S)CC1(C)C | i | i | i | i | i | i | i | i | i | i | i |
| COc1ccc2c3c([nH]c2c1)C(C)=NCC3 | i | i | i | i | i | i | i | i | i | i | i |
| O=C(CNC(=O)c1cccc(Cl)c1)Nc1ccc(Br)cc1C(=O)c1ccccc1 | i | i | i | i | i | i | i | i | i | i | i |
| O=P(C(Cl)Cl)(N1CCCCC1)N1CCCCC1 | i | i | i | i | i | i | i | i | i | i | i |
| CN(Cc1ccccc1)C(=O)CN1CCCC1=O | i | i | i | i | i | i | i | i | i | i | i |
| CCC(=NCCN1CCCCC1)c1c(O)n(C)c(=O)n(C)c1=O | i | i | i | i | i | i | i | i | i | i | i |
| O=c1cccc2n1CC1CNCC2C1 (configuration not stated) | i | i | i | i | i | i | i | i | i | i | i |
| CN1CCN(c2ccc([N+](=O)[O-])c(N/N=C3\CN4CCC3CC4)c2)CC1 | i | i | i | -12* | i | i | i | i | i | i | i |
| COc1cc(C=C2C(=O)NC(=O)NC2=O)cc(OC)c1OC | i | i | i | i | i | i | i | i | i | i | i |
| CCOC(=O)COc1ccc(/C=C2\C(=O)NC(=S)N(c3ccc(OC)cc3)C2=O)cc1OC | i | i | i | i | i | i | i | i | i | i | i |
| CCn1ccnc1CN1CCCC(C(=O)c2ccc(OC)cc2OC)C1 (configuration not stated) | i | i | i | i | i | i | i | i | i | i | i |
| Cc1cc(Cl)ccc1OCC(=O)N1CCN(C)CC1 | i | i | i | i | i | i | i | i | i | i | i |
| Cc1ccc(Cc2c(C)nc3nc(SCC(=O)N4CCC5(CC4)OCCO5)nn3c2C)cc1 | i | i | i | -11* | i | i | i | i | 13* | i | i |
| CC(=O)NC1CC2CCCC(C1)N2 (configuration not stated) | i | i | i | i | i | i | i | i | i | i | i |
| O=C(Cn1nc(Cc2cccnc2)c2ccccc2c1=O)N1CCC2(CC1)OCCO2 | i | i | i | i | i | i | i | i | i | i | i |
| O=C(c1ccccc1)c1ccc(N=Nc2c(O)[nH]c(=O)[nH]c2=O)cc1 | i | i | i | i | i | i | i | i | i | i | i |
| CN1CC2=CC(O)CC3Oc4c(O)ccc(c4[C@]23C)C1 (some centres not stated) | i | i | i | i | i | i | i | i | i | i | i |
| CC1CN=C(NCc2ccccc2)S1 (configuration not stated) | i | i | i | i | i | i | i | i | i | i | i |
| O=c1[nH]c(=O)n(-c2ccc(Cl)cc2)c(O)c1C=Nc1ccc(S(=O)(=O)Nc2nccs2)cc1 | i | i | i | i | i | i | i | i | i | i | i |
| CN1C2C=C(N(C(=O)c3ccc(Cl)cc3)c3ccccc3)CC1CC2 (configuration not stated) | i | i | i | i | i | i | i | i | i | i | i |
| Cc1[nH]c2ccc(O)cc2c1CCN | . | i | . | . | . | i | . | i | . | i | i |
| COc1ncccc1C(=O)NCC(CC(=O)O)c1ccccc1 (configuration not stated) | i | i | i | i | i | i | i | i | i | i | i |
| CCN1CCN(Cc2nnnn2C(C)(C)C)CC1 | i | i | i | i | i | i | i | i | i | i | . |
| O=C(O)CCn1cc(C=C2C(=O)NC(=O)NC2=O)c(-c2ccc(Br)cc2)n1 | i | i | i | i | i | i | i | i | i | i | i |
| COc1ccc(C(C)=O)cc1CC(C(=O)c1ccccc1)N(C)C (configuration not stated) | i | i | i | i | i | i | i | i | i | i | i |
| CCCN(CC#CCO)CCC | i | i | i | i | i | i | i | i | i | i | i |
| CN1CCN(c2nc3ccccc3c(=O)n2-c2ccccc2)CC1 | i | i | i | i | i | i | i | i | i | i | i |
| CC(C)(O)[C@@H]1[C@H]2OC(=O)[C@@H]1[C@]1(O)C[C@H]3O[C@]34C(=O)O[C@H]2[C@]14C (tested in a mixture with another compound) | i | i | i | i | i | i | i | i | i | i | . |
| CNC(=O)c1cccn(Cc2cccc(C(F)(F)F)c2)c1=O | i | i | i | i | i | i | i | i | i | i | i |
| Cn1c(O)c(/C=N/N2CCOCC2)c(=O)[nH]c1=S | i | i | i | i | i | i | i | i | i | i | . |
| O=c1[nH]c(=S)n(C2CC2)c(O)c1C=NCCN1CCOCC1 | i | i | i | i | i | i | i | i | i | i | i |
| Cc1ccc(-n2c(O)c(/C=N/c3ncc(Br)cc3Br)c(=O)[nH]c2=O)cc1 | i | i | i | i | i | i | i | i | i | i | i |
| CCOc1ccc(-c2cc(C)[n+](CCN(CC)CC)c(-c3ccc(OCC)cc3)c2)cc1 | i | i | i | i | i | i | i | i | i | i | i |
| CN(C)C(=O)NC(O)C(Cl)(Cl)Cl (configuration not stated) | i | i | i | i | i | i | i | i | i | i | i |
| CC(=O)OC1=CC[C@H]2[C@@H]3CC[C@H]4C[C@H](OC(C)=O)[C@@H](OC(C)=O)C[C@]4(C)[C@H]3CC[C@]12C | . | i | . | . | . | i | . | i | . | i | i |
| CCn1cc(CN2CCCC(C(=O)c3cccc(OC)c3)C2)c(C)n1 (configuration not stated) | i | i | i | i | 53* | i | i | i | i | i | i |
| CCN1CCN(Cc2ccccc2C)CC1 | i | i | i | i | i | i | i | i | i | i | i |
| CN(C)C(=O)Oc1cccc2c(OC(=O)N(C)C)cccc12 | i | i | i | i | i | i | i | i | i | i | . |
| CC(Cc1ccccc1)[n+]1cc(/N=C(\[O-])Nc2ccccc2)on1 (configuration not stated) | i | i | i | i | i | i | i | i | i | i | i |
| CN1C(=O)C(=CN2CCN(C(=O)c3ccco3)CC2)C(=O)N(C)C1=S | i | i | i | i | i | i | i | i | i | i | i |
| O=C(/C=C/c1ccc2c(c1)OCO2)c1c(O)n(CCC2=CCCCC2)c(=O)[nH]c1=O | . | i | . | . | . | i | . | i | . | i | i |
| O=C(c1cc(C(=O)NCc2ccccc2)c(=O)n(Cc2ccccc2)c1)c1cc(Cl)ccc1O | i | i | i | i | i | i | i | i | i | i | i |

(list continues)
| canonical_smiles | TRPC4 inh | MrgX1 antagonist | RGS4 inh | TRPC6 inhibitor | TRPC4 agonist | MrgX1 agonist | TRPC4 PAM | MrgX1 allo act | TRPC6 act | ANO1 block | ANO1 activ |
| --- | --- | --- | --- | --- | --- | --- | --- | --- | --- | --- | --- |
| O=C1NC(=S)N(c2ccccc2F)C(=O)/C1=C\c1cccs1 | i | i | 9.5* | i | i | i | i | i | i | i | i |
| COC(=O)C1=CCCN(C)C1 | i | i | i | i | 99* | 57* | i | i | i | i | i |
| C/C(=C\c1ccc(N(C)C)cc1)[N+](=O)[O-] | i | i | 7.6* | i | i | i | i | i | i | i | i |
| NCC(CC(=O)O)c1ccc(Cl)cc1 (configuration not stated) | i | i | i | i | i | i | i | i | i | i | i |
| CCCCN1C(=O)/C(=C/C=C/c2ccco2)C(=O)NC1=S | i | . | i | i | i | . | i | . | i | . | i |
| C[C@]12CCC3=C4CCC(=O)C=C4CC[C@H]3C1CC[C@@H]2O (some centres not stated) | i | i | i | i | i | i | i | i | i | i | i |
| O=c1[nH]c(=O)n(CCc2ccccc2)c(O)c1C=NCc1ccc2c(c1)OCO2 | i | i | i | i | i | i | i | i | i | i | i |
| COc1c2c(cc3c1OCO3)CC[N+](C)=C2 | i | i | i | i | i | i | i | i | i | i | i |
| O=C(Nc1ccccc1)Oc1ccccc1 | i | i | i | i | i | i | i | i | i | i | i |
| Cc1cccnc1-n1c(-c2ccccc2)nc2ccccc2c1=O | i | i | i | i | i | i | i | i | i | i | i |
| CC(=O)NC(Cc1ccc(N(CCCl)CCCl)cc1)C(=O)NC(CC(C)C)C(=O)O (configuration not stated) | i | i | i | i | i | i | i | i | i | i | i |
| CCN(CC)CCN=Cc1c(O)n(Cc2ccccc2)c(=O)[nH]c1=O | i | i | i | i | i | i | i | i | i | i | i |
| CCCCC(=O)N/N=C/c1c(O)n(Cc2ccc(F)cc2)c(=O)[nH]c1=O | i | i | i | i | i | i | i | i | i | i | i |
